S3 lipid droplet: qHTS Assay for Lipid Storage Modulators in Drosophila S3 Cells; Drosophila S3 cells, BODIPY lipid droplet fluorescence, 18-24 h; cells fed with added oleic acid; Potency in µM for hits, for the others lipid storage change, negative = inhibition, % at the top dose, mostly 46.1 µM; 320,000 compounds, 0.64% hits; active = well fitted inhibition curve with a large enough effect in the signal ratio, with a control signal flat, not every such curve was filed as active; inconclusive = small, poorly fitted or top-dose-only effect, or effect the other way, or a change in a side signal; the % refers to the signal ratio
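Drosophila S3 cells got compounds at several concentrations plus oleic acid (400 uM solution). Laser-scanning cytometry with 488 nm excitation read lipid droplets at 500-530 nm and cells at 575-640 nm. Percent activity was relative to 20 uM Triacsin C.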
S3 lipid droplet cell count max: also measured in S3 lipid droplet; calls as there; cell number change, %; measured here: cell count max response;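 cells counted by Cell Tracker Red CMTPX staining in the red channel; peak over a dose series mostly up to 46.1 µM; percent activity relative to internal control wells on each plate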
* marks the source's active call; other numbers are inactive results; i = inactive; ? = inconclusive; / = no result given; [ ] = dose if it differs, or a comment. % is set by controls: 0 for no effect and ±100 for the full control effect; potency is the fitted concentration of half-maximal effect. Only part of the results is shown, so the mix of outcomes need not match the whole.

canonical_smiles	S3 lipid droplet	S3 lipid droplet cell count max
O=C(CCc1nnc2ccc(NCc3ccccc3)nn12)NC1CCCC1	i	-17
COc1ccc(NC(=S)NCCCN2CCOCC2)cc1	?	/
Cn1cnnc1SC1CCCCC1NS(=O)(=O)c1ccc(Cl)cc1 (stereo not drawn)	10%	14
COc1cc(C2Nc3ccccc3C(=O)N2c2ccccc2)ccc1O (stereo not drawn)	0%	-8
CCC(CC)NC(=O)COC(=O)c1ccc2c(c1)C(=O)N(Cc1ccco1)C2=O	-30%	0
CC(C)(C)[C@H]1C=C(C(=O)N2CCN(Cc3ccc4c(c3)OCO4)CC2)O[C@@H](OCCCCO)C1	0%	5
CCc1nc(SCC(=O)NCCc2ccc(OC)c(OC)c2)c2c(=O)n(C)c(=O)n(C)c2n1	?	/
C[C@H](/C=C/[C@@]1(O)[C@H](C)C[C@H](O)CC1(C)C)O[C@@H]1O[C@H](CO)[C@@H](O)[C@H](O)[C@H]1O	?	/
O=C(NNC(=O)c1ccc2nc[nH]c2c1)c1ccccc1	?	/
O=c1c2cc(-c3ccccc3)sc2nc2n1N=C(c1ccccc1)CS2	0%	4
O=C(COC(=O)c1cc([N+](=O)[O-])ccc1Cl)NC1CCCC1	?	/
Cc1cccc(CCNC(=O)C2CCN(S(=O)(=O)c3cccc4cccnc34)CC2)c1	-5%	14
CN(CC(=O)Nc1ccc(Cl)c(Cl)c1)C(=O)CC1OC(=O)c2ccccc21 (stereo not drawn)	?	/
CCc1nnc(NS(=O)(=O)c2ccc(N/C=C/C(=O)c3ccc(C)cc3)cc2)s1	?	/
CCc1cc2cc3c(cc2nc1SCC(=O)N1CCN(C(=O)c2ccco2)CC1)OCO3	?	/
O=C(NC1CCCC1)c1ccccc1OCc1ccccc1	4%	21
Cn1nc(C(=O)Nc2nc3ccccc3[nH]2)c2ccccc2c1=O	5%	8
Cc1n[nH]c(C)c1Sc1ccccc1N=Cc1cc(Cl)cc([N+](=O)[O-])c1O	?	/
COc1ccc(NC(=O)CSc2n[nH]c(C(C)C)n2)c([N+](=O)[O-])c1	?	/
Cc1cc2cc3c(C)cc(=O)oc3c(C)c2o1	?	/
CCn1c2ccccc2c2cc(NC(=O)CSc3nnc(-c4ccc(OC)cc4)n3N)ccc21	?	/
COc1ccc(CN(C)S(=O)(=O)c2nnc(NC(=O)c3cccc(C)c3)s2)cc1OC	?	/
NC(=O)CCC(NC(=O)c1ccc(Cl)cc1)C(=O)NCCc1ccc2c(c1)OCCO2 (stereo not drawn)	?	/
Cc1cccc(-n2c(CNC(=O)COc3ccccc3)nnc2SCC(=O)Nc2nccs2)c1	?	/
O=c1cc(-c2ccccc2)nc(SCc2ccc(F)cc2)[nH]1	?	/
Cc1ccc(OCc2ccc(C(=O)N3CCCC3)o2)c([N+](=O)[O-])c1	i	-14
Cc1ccc(S(=O)(=O)N2CCN(C(=O)N3CCCC3)CC2)cc1	?	/
CC[n+]1c(/C=C2\C=C(C)CC(C)(C)C2)sc2ccccc21	?	/
CCC1(C)CC(C(CC(=O)O)c2ccc(C)cc2)CCO1 (stereo not drawn)	?	/
CC(C)C(=O)N=C1NC(=O)CS1	-3%	2
CN(C)c1cc(NC(=O)CN2CCCC2)c2ccccc2n1	13%	1
CCC(=O)NC(=S)Nc1ccc(-c2nc3ccccc3s2)cc1	?	/
CN=c1c([N+](=O)[O-])nn(-c2ccc3c(c2)OCCO3)n1O	8%[9.22 µM]	7
COC(=O)c1ccc(OC)c(CSc2nnc(COc3ccc(Cl)cc3)o2)c1	?	/
CCOC(=O)/C(C#N)=C/C1=C(N2CCCC2)CC(C)(CC)OC1 (stereo not drawn)	?	/
Oc1ccc(N2CCN(c3ccnc4cc(Cl)ccc34)CC2)cc1	?	/
CCCCn1c(N)c(N(CC(C)C)C(=O)CN(C)Cc2cccc(OC)c2)c(=O)[nH]c1=O	?	/
O=C1CCc2cc(S(=O)(=O)NCCCC(=O)N3CCN(Cc4ccc5c(c4)OCO5)CC3)ccc2N1	10%	-1
COc1ccc(/C=C/C(=O)OCC(=O)Nc2ccc(Cl)c(S(=O)(=O)N(C)C)c2)cc1OC	?	/
O=c1[nH]nc(Cc2ccccn2)c2ccccc12	?	/
COc1ccc(CC2SC(=Nc3ccc(F)cc3)NC2=O)cc1 (stereo not drawn)	?	/
CN1CCN(C2CCCCCC2)CC1	7%	3
O=C(Nc1cccc(O)c1)c1cccc(S(=O)(=O)Nc2cccc(O)c2)c1	-8%	-3
Cn1cccc1/C=C1\SC(=Nc2cccc(O)c2)NC1=O	-13%	-16
COc1ccc(Nc2ccnc(Nc3ccc(OC)cc3)n2)cc1	?	/
Cc1cc2nc(C3CCN(C(=S)NCC(C)C)CC3)[nH]c2cc1C	3%	-2
COc1cccc(-c2cc(C(=O)N3CCN(c4ccccc4OC)CC3)no2)c1	-23%	18
COc1ccc(-c2nnc(SCC(=O)NC(=O)Cc3ccccc3)n2C)cc1	3%	1
O=S(=O)(NC1CC1)c1ccc(S(=O)(=O)N2CCN3CCCC3C2)cc1 (stereo not drawn)	-25%	-22
CCn1cc(C(=O)OCC(=O)Nc2c(C)cccc2C)c(=O)c2ccc(C)nc21	-9%	14
O=C(N/N=C/C=C/c1cccc([N+](=O)[O-])c1)C(O)c1ccccc1 (stereo not drawn)	12%	9
COc1ccc(C(=O)Nc2cc3c(cc2OC)CCCC3)cc1Br	-7%	-13
CCCC(=O)C1=C(O)C(C(=O)OC)C(C)(C)CC1=Nc1ccc(Br)cc1 (stereo not drawn)	8%	19
CC(Sc1nnc2n1CCCCC2)C(=O)Nc1ccc(S(N)(=O)=O)cc1 (stereo not drawn)	?	/
COC(=O)c1c(NC(=O)CC2Nc3ccccc3NC2=O)sc(C)c1C (stereo not drawn)	-27%	19
Cc1ccc(OCCn2c(SCCO)nc3c(N)ncnc32)cc1	-5%	-6
CCOC(=O)c1c(NC(=O)CSc2nnc(-c3ccccc3)o2)sc(C(C)=O)c1C	?	/
CCc1cccc(C)c1NS(=O)(=O)c1cccs1	?	/
COc1ccc(C(=S)N2CCOCC2)cc1OC(=O)c1cc(OC)c(OC)c(OC)c1	?	/
CC1=C(C(=O)OCC2CCCO2)C(c2ccccc2OC(C)C)C2=C(CC(c3ccco3)CC2=O)N1 (stereo not drawn)	?	/

Full records, looked up by structure. Screens in order: S3 lipid droplet | S3 lipid droplet cell count max
CC(Sc1nnc2n1CCCCC2)C(=O)Nc1ccc(S(N)(=O)=O)cc1 (stereo not drawn) across the screens: ? | /
CN(C)c1cc(NC(=O)CN2CCCC2)c2ccccc2n1 across the screens: 13% | 1

Remaining list, next part:
Each structure is followed by: S3 lipid droplet	S3 lipid droplet cell count max
> CCC(C)n1c(=S)[nH]c2ccccc2c1=O (stereo not drawn)
 : i	/
> Cc1ccc(S(=O)(=O)CCC(=O)OCc2ccccc2F)cc1
 : ?	/
> Cc1ccc(C2CC(c3cccs3)=NN2C(=O)CSC2=NN3CCCC(=O)N=C3S2)cc1 (stereo not drawn)
 : 18%	/
> Cc1nc2nc(-c3ccc(Cl)cc3)[nH]n2c(=O)c1C
 : -1%	-1
> Cc1ccc(NC(=O)CSc2nnc(NC(=O)c3ccc(S(=O)(=O)N4CCOCC4)cc3)s2)cc1
 : ?	/
> O=C1NCCN/C1=C\C(=O)c1ccccc1
 : 6%	20
> CCC(=O)NC(NC(=O)CC)C(Cl)Cl
 : 8%	8
> CCCCN1CN=C(Nc2nc3ccccc3o2)NC1
 : 77%	35
> COc1ccccc1N1CCN(C(=O)c2ccc(NC(C)=O)cc2)CC1
 : 9%	26
> O=C(c1cc2nc(C3CC3)cc(C(F)(F)F)n2n1)N1CCCC1
 : i	/
> O=C(c1ccccc1)c1ccc(OCC(O)CNC2CCCc3ccccc32)cc1 (stereo not drawn)
 : -5%	/
> Cc1ccc(-c2nnn(CC(=O)N(Cc3ccco3)C(C(=O)NC(C)(C)C)c3ccncc3)n2)o1 (stereo not drawn)
 : ?	/
> NC(=O)c1nsc(C(=O)N(c2ccc(F)cc2)C(C(=O)NCC2CCCO2)c2c[nH]c3ccccc23)c1N (stereo not drawn)
 : ?	/
> Cc1c(C)c2ccc(OC(C)C(=O)NCc3ccccn3)cc2oc1=O (stereo not drawn)
 : i	-8
> CC(=O)c1ccccc1NC(=O)CC1(CC(=O)O)CCCCC1
 : i	-24
> Cc1ccc2nc(C)cc(C(=O)N3CCCC(CO)(Cc4ccccc4C)C3)c2c1 (stereo not drawn)
 : 13%	0
> COc1ccc(-c2nc(NC(=O)c3nc4nccc(C)n4n3)sc2C)cc1
 : ?	/
> Cc1ccc(NC(=S)N/N=C2/CCCc3c(C)cc(C)cc32)cc1
 : ?	/
> COc1ccccc1C(=O)NCCC(=O)NC1CCCCC1C (stereo not drawn)
 : ?	/
> CCOC(=O)Cn1cc(/C=C/[N+](=O)[O-])c2ccccc21
 : ?	/

As entered above.
In S3 lipid droplet cell count max, CN(C)c1cc(NC(=O)CN2CCCC2)c2ccccc2n1 is entered as 1
In S3 lipid droplet cell count max, COc1ccccc1N1CCN(C(=O)c2ccc(NC(C)=O)cc2)CC1 is entered as 26

Next results
Each structure is followed by: S3 lipid droplet	S3 lipid droplet cell count max
> CC(=O)c1ccc2oc3ccccc3c(=O)c2c1
 : ?	/
> Cc1cc(/C=C(\C#N)C(=O)NCCc2c[nH]c3ccccc23)c(C)n1C
 : ?	/
> N#CCSc1nnc(Cc2cccs2)n1C1CCCCC1
 : ?	/
> CC(CCc1ccccc1)NC(=O)CNC(=O)COc1ccccc1 (stereo not drawn)
 : ?	/
> Cc1cc(C(=O)COC(=O)CNC(=O)c2ccc(Cl)c(Cl)c2)c(C)n1Cc1ccco1
 : 6%	3
> COc1cccc(/C=C/C(=O)OCC(=O)NCCC2=CCCCC2)c1
 : 0%	7
> O=C(Cc1ccccc1)Nc1c(C(=O)N2CCCCCC2)cnn1-c1ccccc1
 : 8%	-3
> O=C(O)CCN1C(=O)C2C3C=CC(C3)C2C1=O (stereo not drawn)
 : i	-10
> Cc1ccccc1/C=C\c1nc2ccccc2c(=O)n1Cc1ccccc1
 : ?	/
> CCOc1ccccc1N(CC(=O)NC1CCCCC1)S(=O)(=O)c1ccc(C)cc1
 : i	7
> O=C(Nc1cccc(F)c1)C1CCCN(S(=O)(=O)c2cnc[nH]2)C1 (stereo not drawn)
 : ?	/
> CC1(C)Cc2ccccc2-c2nnc(SCC(=O)N3CCc4ccccc43)n21
 : ?	/
> COc1c(C)cc(Br)cc1C(=O)Nc1ccc(Cc2ccncc2)cc1
 : ?	/
> CCCNC(=O)c1nn2cc(Br)cnc2c1Br
 : ?	/
> O=C(Oc1cccc(C(=S)N2CCOCC2)c1)c1ccc([N+](=O)[O-])cc1[N+](=O)[O-]
 : ?	/
> COc1ccc(C(=O)COC(=O)c2nc3nccc(C)n3n2)cc1F
 : ?	/
> CCOC(=O)c1c(S(=O)(=O)Nc2ccc(F)cc2C)c(C)n(C)c1C
 : i	/
> Cn1c(SCC(=O)NCC2CCCO2)ncc(C(=O)Nc2ccccc2)c1=O (stereo not drawn)
 : ?	/
> O=C(NC1=C(NC2CCS(=O)(=O)C2)C(=O)c2ccccc2C1=O)c1ccccc1 (stereo not drawn)
 : -19%	26

An excerpt of these results, with the structure last:
S3 lipid droplet | S3 lipid droplet cell count max | SMILES
? | / | O=C(Nc1cccc(F)c1)C1CCCN(S(=O)(=O)c2cnc[nH]2)C1 (stereo not drawn)
? | / | CC1(C)Cc2ccccc2-c2nnc(SCC(=O)N3CCc4ccccc43)n21
? | / | COc1c(C)cc(Br)cc1C(=O)Nc1ccc(Cc2ccncc2)cc1
? | / | CCCNC(=O)c1nn2cc(Br)cnc2c1Br
? | / | O=C(Oc1cccc(C(=S)N2CCOCC2)c1)c1ccc([N+](=O)[O-])cc1[N+](=O)[O-]

Screening results (PubChem)
